PrPC surface inh – inhibitors of human cell surface prion protein PrPC, primary screen, cell-based, TR-FRET; Major prion protein (Homo sapiens), P04156; TR-FRET read-out; inhibition, % at 13.8 µM; actives 0.43% (n = 370,000); AID 720596, 2013; in the data active = inhibition above about 24%; also: 0% = median of the test wells and 100% = reference compound wells
GDH-TPI counter – GDH-TPI coupling enzyme inhibitors, primary screen, artefact control for M. tuberculosis FBA inhibitor project, biochemical, absorbance, full deck; GDH-TPI coupled enzyme counterscreen, NADH absorbance; inhibition, % at 4.8 µM; actives 1.2% (n = 360,000); in the data active = inhibition above about 30%;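 also: 0% = DMSO wells and 100% = wells lacking the enzyme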
BoNT-F LC inh – BoNT/F light chain protease inhibitors, primary screen, biochemical, flow cytometry, MLPCN library | Botulinum neurotoxin type F light chain protease (Clostridium botulinum) | Multiplex microsphere protease cleavage assay | inhibition, % at 10 µM | actives 0.22% (n = 360,000); in the data active = inhibition above about 35%, passing the limit was not always enough; inconclusive = no clear call, values can overlap the other calls; also: plate controls were buffer without enzyme for full effect and enzyme alone for no effect
BioA inh – M. tuberculosis BioA enzyme inhibitors, primary screen, biochemical, plate reader, single point, HTS; 7,8-diaminopelargonic acid synthase BioA (Mycobacterium tuberculosis); purified M. tuberculosis BioA enzyme; inhibition, % at 9.99 µM; actives 0.096% (n = 360,000); AID 602481, 2012; in the data active = inhibition above about 40%; inconclusive = no clear call, values can overlap the other calls
UGM FP inh – M. tuberculosis UGM enzyme inhibitors, primary screen, biochemical, fluorescence polarization, single point; AID 504406, 2011; inhibition, % at 10 µM; purified UGM, fluorescence polarization probe displacement; actives 0.06% (n = 320,000); UDP-galactopyranose mutase (Mycobacterium tuberculosis (strain ATCC 25618 / H37Rv)), …; in the data active = inhibition above about 10%, passing the limit was not always enough; inconclusive = no clear call, values can overlap the other calls
Target sequence (P9WIQ1 whole entry, looked up): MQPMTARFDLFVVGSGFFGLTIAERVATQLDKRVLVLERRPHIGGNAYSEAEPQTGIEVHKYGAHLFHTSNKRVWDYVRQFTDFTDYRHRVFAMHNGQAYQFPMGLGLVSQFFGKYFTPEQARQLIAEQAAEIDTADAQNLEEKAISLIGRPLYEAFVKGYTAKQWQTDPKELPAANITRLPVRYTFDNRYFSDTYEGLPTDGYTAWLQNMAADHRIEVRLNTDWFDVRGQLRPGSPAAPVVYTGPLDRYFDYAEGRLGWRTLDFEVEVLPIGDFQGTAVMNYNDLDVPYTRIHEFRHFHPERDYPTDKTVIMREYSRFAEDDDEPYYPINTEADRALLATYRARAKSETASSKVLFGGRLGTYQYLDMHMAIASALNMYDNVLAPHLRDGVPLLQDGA
FadD28 FP inh – inhibitors of FadD28 bisubstrate probe binding, primary screen, biochemical, fluorescence polarization, single point | inhibition, % at 12.5 µM | actives 0.22% (n = 360,000) | AID 588549, 2011; in the data active = inhibition above about 8.5%, passing the limit was not always enough; inconclusive = no clear call, values can overlap the other calls
FBA Mtb inh – Mtb FBA enzyme inhibitors, primary screen, biochemical, fluorescence, strain H37Rv | Fructose-bisphosphate aldolase (Mycobacterium tuberculosis (strain ATCC 25618 / H37Rv)), … | purified M. tuberculosis FBA, fluorescence read-out | inhibition, % at 1 µM | actives 2.3% (n = 360,000); in the data active = inhibition above about 27%;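 also: 0% = vehicle and 100% = reference inhibitor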
Target sequence (P9WQA3 whole entry, looked up): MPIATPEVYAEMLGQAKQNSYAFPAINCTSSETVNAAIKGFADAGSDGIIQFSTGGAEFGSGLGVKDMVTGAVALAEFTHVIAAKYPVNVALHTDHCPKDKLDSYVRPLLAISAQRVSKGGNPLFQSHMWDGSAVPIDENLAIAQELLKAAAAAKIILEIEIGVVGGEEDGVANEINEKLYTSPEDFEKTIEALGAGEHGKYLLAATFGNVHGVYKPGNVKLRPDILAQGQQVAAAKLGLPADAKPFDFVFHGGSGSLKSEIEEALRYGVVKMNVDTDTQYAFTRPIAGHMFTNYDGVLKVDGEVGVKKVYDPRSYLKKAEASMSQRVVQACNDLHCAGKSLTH
MazF activator – activators of E. coli MazEF toxin-antitoxin RNase, primary screen, biochemical, fluorescence, uHTS; Endoribonuclease toxin MazF (Escherichia coli (strain K12)), P0AE70; FAM/BHQ RNA-DNA oligo cleavage fluorescence, 5 h; activation, % at 20 µM; actives 0.32% (n = 350,000); AID 504720, 2011; in the data active = activation above about 50%
Target sequence (P0AE70 whole entry, looked up): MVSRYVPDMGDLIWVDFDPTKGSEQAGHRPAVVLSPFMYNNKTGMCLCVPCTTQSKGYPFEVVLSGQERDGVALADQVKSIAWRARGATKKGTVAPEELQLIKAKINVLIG
Rv3671c inh – Rv3671c serine protease inhibitors, primary screen, biochemical, fluorescence polarization, M. tuberculosis H37Rv; inhibition, % at 5.96 µM; actives 0.048% (n = 320,000); in the data active = inhibition above about 38%;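 also: extracellular domain of Rv3671c used as enzyme; 0% = enzyme with DMSO and 100% = no enzyme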
Starred values were filed as active, the others as inactive; ? = inconclusive; . = no result given; & = joins results of further samples. An unsorted share of the library. About 4.8% of those tested had a hit in this group.

item | SMILES | PrPC surface inh | GDH-TPI counter | BoNT-F LC inh | BioA inh | UGM FP inh | FadD28 FP inh | FBA Mtb inh | MazF activator | Rv3671c inh
1 | COc1ccc(/C=C2/CCCC(CN(C)C)C2=O)cc1 (stereo not given) | 10.3 | 6.9 | 1.0 | . | . | 0.0 | -1.0 | 6.1 | .
2 | COc1ccc(S(=O)(=O)N(C)CC(=O)Nc2ccccc2C(F)(F)F)cc1 | 12.9 | 1.1 | -20.4 | 14.9 | 0.1 | -2.8 | -1.9 | -4.9 | -2.6
3 | COCc1c(C(=O)N2CCN(Cc3c(F)cccc3Cl)CC2)oc2ccccc12 | -0.4 | -2.5 | 0.4 | -1.0 | 0.6 | -3.2 | -3.8 | 4.1 | -5.2
4 | CCCCNC(=O)COC(=O)c1c2c(nc3ccccc13)/C(=C\c1cccs1)CC2 | 15.3 | 0.0 | 8.1 | . | . | -5.5 | 3.7 | -54.5 | .
5 | O=C(Nc1ccc(Cl)c(C(F)(F)F)c1)C1Cc2c(-c3ccc4c(c3)OCO4)ccnc2O1 (stereo not given) | 15.4 | 6.2 | -4.3 | -1.0 | . | -3.6 | 5.3 | . | .
6 | Cc1ccc(CSc2nnc(-c3cccs3)n2C)cc1 | -1.2 | 10.0 | -9.7 | . | 0.3 | -3.8 | 1.5 | 5.7 | 7.6
7 | Cc1noc(C)c1COc1ccccc1C(=O)NNC(=O)c1ccc(F)cc1 | -1.4 | 4.8 | -12.2 | -0.4 | -5.6 | -3.9 | -5.3 | 8.9 | -5.6
8 | O=C(O)c1ccc(Cl)c(S(=O)(=O)Nc2cccc(C(=O)Nc3cccc(C(F)(F)F)c3)c2)c1 | -3.4 | 4.9 | -6.2 | 1.4 | 4.0 | -10.1 | 8.0 | 3.5 | -44.8
9 | CCOc1ccc(N2CC(C(=O)Nc3cccc(C)c3C)CC2=O)cc1 (stereo not given) | 1.6 | 2.5 | 2.2 | -1.1 | 0.0 | -4.6 | -8.3 | -2.0 | -0.2
10 | Clc1ccc(-c2nc3ccccc3[nH]2)cn1 | -3.1 | 2.6 | -6.7 | . | 1.3 | -4.8 | 72.2* | 3.3 | -5.0
11 | CC(=O)Nc1cccc(NC(=O)C2CC(=O)N(C3CCCCC3)C2)c1 (stereo not given) | -2.7 | -2.2 | 11.4 | 2.2 | -2.0 | 1.6 | 3.1 | -0.7 | -0.6
12 | Cc1ccc(C(C)C)c(OCc2ccc(C(=O)N/N=C/c3ccc(O)cc3O)cc2)c1 | 38.1* | 12.8 | -3.6 | . | -1.2 | -6.1 | 1.9 | 4.3 | -27.7
13 | O=C(NCC1(O)CCCCC1)C1CCC(=O)N(Cc2cccc(C(F)(F)F)c2)C1 (stereo not given) | 0.7 | 3.5 | 8.0 | -0.4 | -0.2 | 0.2 | 0.5 | 3.7 | -6.6
14 | COc1cc(/C=C2/S/C(=N/S(=O)(=O)c3ccccc3)NC2=O)c([N+](=O)[O-])cc1OC | -19.3 | 26.5 | -11.2 | -3.1 | -4.0 | 4.1 | -4.8 | 3.0 | -3.9
15 | COc1ccccc1C1/C(=C(/O)c2ccc(C)cc2)C(=O)C(=O)N1CCN1CCOCC1 (stereo not given) | 3.8 | 5.0 | -3.4 | . | 3.3 | -3.1 | 1.3 | 9.3 | -2.6
16 | Cc1cccc(CN2CCN(C(=O)Cc3ccccc3)CC2)c1 | 6.5 | 5.1 | 18.1 | 0.6 | 2.5 | -0.9 | 1.1 | -3.3 | 3.9
17 | O=C(CN1CCN(c2ccccn2)CC1)Nc1ccc(Cl)c(C(F)(F)F)c1 | -4.1 | -4.8 | -4.8 | -0.3 | . | -5.1 | 1.4 | 11.4 | 0.8
18 | O=c1cc(CN2CCN(c3ccccc3O)CC2)nc2sccn12 | -6.0 | 5.6 | -13.7 | -4.5 | 0.1 | -1.2 | 0.3 | -2.0 | 4.7
19 | Cc1cccc(CN2CCN(C3CN(C4CCCCC4)S(=O)(=O)C3)CC2)c1 (stereo not given) | -13.1 | . | -26.9 | 1.5 | . | -2.3 | -0.5 | . | .
20 | COc1cccc(NC(=O)Cc2cccs2)c1 | 3.0 | -1.4 | 4.1 | 1.5 | -2.2 | -4.7 | -0.9 | 3.2 | -2.1
21 | CCOC(=O)c1c(N)n(-c2ccc(N)cc2)c2nc3ccccc3nc12 | -6.6 | 25.1 | -3.7 | . | -0.7 | -2.8 | 3.4 | -5.4 | 0.8
22 | Cc1ccccc1C(=O)N1CCC(C(=O)Nc2nccs2)CC1 | -4.1 | 0.3 | 2.0 | 2.8 | 0.9 | -3.4 | -4.5 | 9.0 | 0.5
23 | CC1CCN(CCNC(=O)C2CCCN(S(=O)(=O)c3cccc4nonc34)C2)CC1 (stereo not given) | -31.0 | 4.8 | -2.4 | -3.8 | -1.1 | -0.9 | -2.5 | -9.5 | 0.5
24 | CC(=O)N1CCC(=NNC(=O)CSc2cc(C)c(Br)cc2C)CC1 | 7.9 | 0.7 | 3.3 | 26.4 | 1.8 | 0.9 | -1.4 | -2.2 | 1.9
25 | COc1ccc(CNC(=O)CCC(=O)Nc2nnc(C(F)(F)F)s2)cc1 | -0.8 | 6.2 | 2.2 | -2.4 | 0.8 | -0.7 | 1.8 | 0.8 | 8.1
26 | Cc1ccc(NC(=O)c2cc(F)c(F)cc2Cl)nc1 | -7.6 | -0.6 | -6.2 | 0.2 | 0.3 | -2.2 | 82.2* | 2.6 | 6.2
27 | Cc1ccccc1NC(=O)C(C)c1cccc(C(=O)c2ccccc2)c1 (stereo not given) | -3.1 | 10.8 | -12.8 | . | -1.8 | -3.1 | -1.0 | -6.3 | 4.2
28 | CC1CN(c2snnc2C=C2C(=O)OC(C)(C)OC2=O)CC(C)O1 (stereo not given) | -0.8 | -2.5 | -2.1 | 0.2 | -0.7 | -0.7 | -3.4 | -0.5 | -4.9
29 | CCOc1ccc(NC(=O)C2CC(=O)N(CCc3ccc(OC)c(OC)c3)C2)cc1OCC (stereo not given) | 0.7 | -1.3 | -3.9 | -3.6 | 0.8 | 2.7 | 7.1 | -9.4 | 8.5
30 | Cc1ccc(C(=O)c2cn(-c3ccc(F)c(Cl)c3)nn2)cc1 | 3.9 | 3.9 | 0.8 | -1.9 | 2.6 | -2.6 | -0.3 | -56.3 | -7.4
31 | O=S(=O)(CCSc1nc2ccccc2o1)Cc1ccccc1 | -2.3 | 10.9 | 3.3 | 0.9 | -3.3 | -1.6 | -0.5 | -0.7 | -11.9
32 | Cn1c(COc2ccc(Cl)cc2)nnc1SCC(=O)NC1CCCC1 | -3.3 | -3.8 | -0.4 | -0.1 | 0.6 | -4.4 | -11.5 | -5.7 | -5.3
33 | C[C@H](CO)N1C[C@H](C)[C@@H](CN(C)Cc2ccc(C(=O)O)cc2)Oc2c(NS(=O)(=O)c3cn(C)cn3)cccc2C1=O | 2.5 | 1.3 | 0.5 | -1.3&15.5 | -2.3 | 1.4 | -1.2 | 2.2 | 4.0
34 | CC[n+]1c(/C=C/c2ccc(N(C)C)cc2)ccc2ccccc21 | -41.4 | 7.7 | -16.0 | . | -3.2 | -2.9 | -8.7 | 17.9 | -96.3
35 | CCCNC(=O)CCCN1C(=O)c2ccccc2Sc2ncccc21 | 1.2 | -2.1 | 14.1 | -2.5 | 0.7 | 2.5 | 1.3 | -8.3 | 6.6
36 | COc1cc(SC)ccc1C(=O)Nc1ccc(OCC(=O)N2CCOCC2)cc1 | 9.6 | 9.6 | -14.3 | -0.7 | . | 0.3 | -2.7 | -11.5 | .
37 | CCc1ccc(N2CC(C(=O)NCC(C)(C)N3CCOCC3)CC2=O)cc1 (stereo not given) | 5.5 | -4.2 | -1.8 | 0.2 | -2.2 | 0.9 | -0.7 | 2.2 | -8.9
38 | CCCCN1C(=O)CCC(C(=O)O)C1c1ccc(OC)cc1 (stereo not given) | 2.6 | 14.3 | -3.2 | . | 2.3 | -0.8 | 4.2 | -3.1 | 16.3
39 | Cc1cc(=O)[nH]c(N/N=C/c2ccc3c(c2)OCCO3)n1 | 1.2 | 46.9* | 0.1 | 1.3 | -0.7 | 0.9 | -2.3 | -23.1 | -9.2
40 | CCOC(=O)Cc1c(Cl)c2ccccc2[nH]c1=O | -0.7 | 5.0 | -1.8 | -0.9 | -0.8 | -0.3 | 1.0 | -3.5 | 5.2
41 | COC(=O)Cc1cc(=O)[nH]c(/N=C(\N)Nc2ccc(C)cc2C)n1 | 6.2 | -7.8 | 4.7 | -0.8 | -1.8 | -0.3 | 3.6 | 4.0 | -0.1
42 | O=C(Nc1ccccc1)c1ccc[nH]1 | 0.8 | -9.3 | -5.1 | -0.6 | -1.3 | -4.2 | -7.5 | -4.2 | 8.5
43 | O=C(COC(=O)CCS(=O)(=O)c1ccccc1)NNC(=O)c1ccc([N+](=O)[O-])cc1 | -15.6 | 3.6 | -3.2 | -0.9 | . | -1.8 | -1.6 | 4.1 | .
44 | CC#CCN1c2ccccc2[C@]23C[C@@H](C(=O)OC)N(C(=O)OCC)C2=NC(C(=O)OC)=C(C(=O)OC)[C@H]13 | 3.9 | 6.9 | 7.1 | -3.0 | 2.1 | 1.4 | 3.4 | 2.7 | 2.6
45 | O=C(O)c1cccc(S(=O)(=O)Nc2ccccc2Oc2ccccc2)c1 | 0.9 | -1.8 | -8.7 | -1.5 | . | -4.4 | -5.5 | -2.3 | .

Only UGM FP inh and GDH-TPI counter (4 entries from above):
No. | molecule | UGM FP inh | GDH-TPI counter
42 | O=C(Nc1ccccc1)c1ccc[nH]1 | -1.3 | -9.3
43 | O=C(COC(=O)CCS(=O)(=O)c1ccccc1)NNC(=O)c1ccc([N+](=O)[O-])cc1 | . | 3.6
44 | CC#CCN1c2ccccc2[C@]23C[C@@H](C(=O)OC)N(C(=O)OCC)C2=NC(C(=O)OC)=C(C(=O)OC)[C@H]13 | 2.1 | 6.9
45 | O=C(O)c1cccc(S(=O)(=O)Nc2ccccc2Oc2ccccc2)c1 | . | -1.8

Next part
item | SMILES | PrPC surface inh | GDH-TPI counter | BoNT-F LC inh | BioA inh | UGM FP inh | FadD28 FP inh | FBA Mtb inh | MazF activator | Rv3671c inh
46 | Cc1cccc(C(C)n2nnc3ccccc32)c1O (stereo not given) | -5.0 | 1.8 | 2.7 | 3.7 | -0.1 | -1.0 | 0.7 | 1.7 | -10.3
47 | O=S(=O)(c1ccccc1)N1CCc2ccccc21 | -2.4 | 1.5 | ? | . | -1.9 | 0.0 | 0.8 | -2.7 | 6.5
48 | Cc1cc(NC(=O)CC(C)C)c(=O)n(Cc2cccc(F)c2)c1 | 6.5 | 0.5 | -4.5 | 0.7 | 1.2 | -3.6 | -0.2 | -14.3 | -10.5
49 | CC(C)(C)c1ccc(CC(=O)N2CCC2(C)C(=O)NS(=O)(=O)c2cccc(C#N)c2)cc1 (stereo not given) | -2.2 | -3.5 | -5.5 | -0.9 | . | -2.1 | -0.7 | . | .
50 | COc1ccc(Cl)cc1N(CC(=O)NCc1ccccn1)S(=O)(=O)c1ccc(C)cc1 | -10.2 | 7.4 | 3.8 | 0.3 | . | -1.3 | -0.8 | -5.2 | .
51 | CC1=C(C(=O)Nc2cccnc2)C(c2ccc(C(C)C)cc2)n2ncnc2N1 (stereo not given) | -2.8 | 1.9 | -5.7 | 0.1 | . | -4.4 | -0.6 | 9.4 | .
52 | CC(C)(C)[C@@H]1C=C(C(=O)O)O[C@H](OCc2ccc(CO)cc2)C1 | -9.2 | 7.6 | -2.5 | -5.8&-2.2 | -0.4 | -4.4 | -0.8 | 5.3 | 3.3

Screens from PubChem.
